# Assay outcomes: PubChem BioAssay, National Center for Advancing Translational Sciences (NCATS)
# D1 PAM: enhances dopamine response at the human D1 receptor. P21728. HEK293 TREx D1 cells, calcium flux, dopamine EC20 potentiation. potentiation, % at 10 µM. hit rate 0.036% among 360,000. AID 504651; in the data active = potentiation above about 30%; note: 0% is about no effect
# Target sequence (P21728 whole entry, looked up): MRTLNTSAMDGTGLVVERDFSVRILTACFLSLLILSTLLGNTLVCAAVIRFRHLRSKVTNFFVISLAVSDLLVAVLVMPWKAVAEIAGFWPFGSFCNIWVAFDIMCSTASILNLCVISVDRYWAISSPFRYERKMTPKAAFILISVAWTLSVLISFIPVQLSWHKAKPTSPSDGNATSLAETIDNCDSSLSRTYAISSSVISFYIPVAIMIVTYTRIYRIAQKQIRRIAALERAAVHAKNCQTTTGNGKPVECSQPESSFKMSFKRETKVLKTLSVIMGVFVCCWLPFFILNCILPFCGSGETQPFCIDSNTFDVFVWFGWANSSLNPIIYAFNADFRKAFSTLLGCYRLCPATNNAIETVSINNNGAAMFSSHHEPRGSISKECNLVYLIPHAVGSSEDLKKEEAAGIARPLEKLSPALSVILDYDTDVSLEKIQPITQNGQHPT
# D2 ag: agonists of human D2 dopamine receptor; HEK293 T-REx D2 cells, calcium flux agonist mode; activation, % at 2 µM; hit rate 0.53% among 340,000;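 active = activation over 3 SD above normal in the single-dose calcium agonist read, cut at about 30% in these data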; note: 0% is about no effect
# Target sequence (P14416 whole entry, looked up): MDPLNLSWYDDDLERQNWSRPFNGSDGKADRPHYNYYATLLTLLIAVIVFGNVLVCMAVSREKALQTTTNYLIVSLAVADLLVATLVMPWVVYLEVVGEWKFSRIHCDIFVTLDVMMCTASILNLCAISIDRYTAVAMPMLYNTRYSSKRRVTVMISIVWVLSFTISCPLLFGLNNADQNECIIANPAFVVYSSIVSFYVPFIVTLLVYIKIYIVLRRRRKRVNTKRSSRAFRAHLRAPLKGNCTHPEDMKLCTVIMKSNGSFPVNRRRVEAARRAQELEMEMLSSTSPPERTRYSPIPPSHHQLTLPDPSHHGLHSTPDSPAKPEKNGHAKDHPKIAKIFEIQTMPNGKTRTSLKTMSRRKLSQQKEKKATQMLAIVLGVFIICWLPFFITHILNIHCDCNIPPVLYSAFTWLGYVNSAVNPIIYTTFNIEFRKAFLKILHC
#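 Tetracycline-induced HEK293 Trex cells with D2 receptor force-coupled to calcium signaling, plated overnight at 30 C and loaded with no-wash calcium dye. Calcium flux read kinetically for 180 s after compound addition; responses flag agonists.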
# D1 ag: activates the human D1 dopamine receptor; P21728; HEK293 T-REx D1 cells, calcium flux, agonist mode; activation, % at 2 µM; hit rate 1% among 360,000; AID 504660; note: 0% is about no effect
#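 Tetracycline-induced HEK293 TREx D1 cells, force-coupled to calcium signalling, were dye-loaded with a no-wash calcium kit. Compound was pin-added after a 10 s baseline. Fluorescence was read kinetically at 1 cycle/s for 180 s, with calcium rises flagged as agonism.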
# D1 antag: antagonists of human D1 dopamine receptor. P21728. HEK293 TREx D1 cells, calcium flux, dopamine EC80; stronger effect = lower value. activity change, negative = inhibition, % at 10 µM. hit rate 3.2% among 360,000; in the data active = activity change below about -30%; note: % is set by controls: 0 for no effect and ±100 for the full control effect
#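 HEK293 T-REx cells expressing inducible, force-coupled D1 receptor; no-wash Ca dye, 30–90 min RT. Cmpd → 180 s read at 1 Hz → EC80 DA → 180 s read.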
# RXFP1 antag: RXFP1 (human) relaxin receptor antagonism. AID 1259400. Q9HBX9. activity change, negative = inhibition, % at 57.5 µM. hit rate 0.59% among 350,000. HEK293-RXFP1, relaxin-stimulated cAMP HTRF, 30 min; stronger effect = lower value;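 active = activity change of -60% or lower, but not beyond a set lower limit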; note: % is set by controls: 0 for no effect and ±100 for the full control effect
# TRHR enhancer: TRH receptor (human) allosteric enhancement | P34981 | TRHR cells, fluo-8 calcium fluorescence, EC20 TRH enhancement | enhancement, % at 2 µM | hit rate 0.66% among 360,000 | AID 493056; in the data active = enhancement above about 30%; note: 0% is about no effect
#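 TRHR-expressing cells loaded with fluo-8 calcium dye were read kinetically (ex 480/em 530) during compound addition, then stimulated with an EC20 of TRH (10 nM final). Enhancement of the Gq-mediated intracellular calcium response was scored.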
# TRHR ag: activates the human TRH receptor; activation, % at 2 µM; AID 493084; hit rate 0.18% among 360,000; P34981; TRHR cells, calcium flux fluo-8, FDSS agonist mode; note: 0% is about no effect
#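 In this calcium-flux screen, cells bearing human TRHR are dye-loaded with fluo-8, baselined for 10 cycles, then exposed to library compounds; positive kinetic calcium responses during the agonist phase mark hits, with TRH as control.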
# D2 antag: antagonizes the human D2 dopamine receptor | P14416 | HEK293 TREx D2 cells, calcium flux, dopamine EC80 | inhibition, % at 10 µM | hit rate 2% among 340,000; in the data active = inhibition above about 30%; note: 0% is about no effect
#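 HEK293 T-REx D2 cells, tet-induced, calcium dye no-wash. Cpd pintool add, 180 s kinetic, then EC80 DA, 180 s kinetic. Ca flux read.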
# D2 potentiator: D2 dopamine receptor (human) potentiation; hit rate 0.34% among 340,000; HEK293 T-REx D2, calcium flux, EC20 dopamine potentiation; AID 485347; potentiation, % at 10 µM; P14416;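 active = potentiation over 3 SD above the plate norm, cut at about 30% in these data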; note: 0% is about no effect
#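 Tetracycline-induced HEK293 T-REx cells force-coupled to calcium signalling expressed D2; compounds were pin-added after a 10 s baseline, read kinetically 180 s, then an EC20 dopamine challenge followed with a further 180 s calcium read.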
# The depositor's hits bear a star; . = no result given. Cut-off read from the data, not from the text of the source, unless noted: active = activation above about 30%; inactive = the rest.
SMILES	D1 PAM	D2 ag	D1 ag	D1 antag	RXFP1 antag	TRHR enhancer	TRHR ag	D2 antag	D2 potentiator
Cc1ccc(C)c(-c2nnc(NC(=O)c3ccc([N+](=O)[O-])o3)o2)c1	-7.1	0.3	1.1	-0.5	-23.1	-1.4	-0.1	-5.7	-2.6
Cc1cnc(C(=O)NC2CC(C)(C)Cc3c2cnn3-c2cccc(F)c2)cn1 (configuration not stated)	1.9	-0.4	-0.5	4.6	10.5	10.9	-0.4	2.4	-8.4
O=C(NCC(=O)N1CCCCCCC1)c1cccc([N+](=O)[O-])c1	.	0.8	5.3	15.8	8.9	-2.9	0.3	-5.4	-9.2
O=C(Cc1c(Cl)cccc1Cl)NC1=NCCS1	-3.4	0.2	1.4	8.1	.	5.0	-2.5	-19.8	9.3
Cc1ccc(C)c(Cn2c3ccccc3c3cnn(CC(=O)NC4CCC(C)CC4)c(=O)c32)c1 (configuration not stated)	0.9	-1.2	2.8	-3.5	-3.1	9.2	-2.5	.	24.0
Cc1onc(C(=O)Nc2c(C)n(C)n(-c3ccccc3)c2=O)c1[N+](=O)[O-]	3.1	0.3	3.6	8.5	-10.4	-7.5	0.3	9.7	-4.3
O=C(Nc1cccc(Cl)c1)OCCOc1ccccc1	-4.6	5.8	7.9	-31.0*	1.7	-3.2	-0.1	-12.3	4.7
O=C(CCN1C(=O)/C(=C/c2ccccc2F)SC1=S)NCCc1ccc(O)cc1	-0.3	0.3	4.2	-12.4	-3.8	-0.4	-0.3	1.5	14.4
CC12CCC(=O)N1C(C(=O)Nc1ccccc1N1CCCCC1)CS2 (configuration not stated)	.	-0.2	0.0	3.5	2.7	-8.6	-0.2	8.7	3.3
COc1ccccc1N1C(=O)c2ccc(C(=O)Nc3ccc(C(=O)O)cc3)cc2C1=O	-3.9	1.1	3.0	3.4	2.0	-0.5	1.4	0.7	17.7
O=C(CSc1ccc(-c2ccccc2)nn1)NCc1ccco1	-6.6	0.4	0.0	-16.0	-8.5	6.9	-0.9	-38.1	-2.8
O=C(c1ccnc(Cl)c1)N1CCCC(Nc2ccc(F)cc2)C1 (configuration not stated)	-4.8	0.4	1.0	-9.5	-9.7	-3.3	0.5	-11.7	-8.7
CCN(CC)C(=O)Oc1ccc(Cl)c2cccnc12	1.4	-1.0	3.0	3.1	-14.8	0.4	-1.1	2.5	2.8
CC(C)C[C@@H]1NC(=O)[C@H](Cc2ccc(O)cc2)NC(=O)[C@H](CCC(N)=O)NC(=O)c2cc([N+](=O)[O-])cc(I)c2NCC[C@@H](C(N)=O)NC1=O	-2.9	-0.1	-2.7	0.5	.	11.1	0.1	-26.7	0.5
COc1ccc(CC(=O)Nc2ccncc2Cl)cc1	-2.5	-0.4	0.9	9.8	-2.0	0.9	1.3	13.9	1.1

# Additional records.
SMILES	D1 PAM	D2 ag	D1 ag	D1 antag	RXFP1 antag	TRHR enhancer	TRHR ag	D2 antag	D2 potentiator
COCCn1ccc2c(OCC(=O)NCCc3ccc(OC)c(OC)c3)cccc2c1=O	6.6	0.0	3.3	-2.4	-9.8	-1.0	-0.2	2.7	6.5
CCCCOC(=O)c1ccc(OC(=O)c2cccnc2)cc1	-10.7	-0.4	4.1	-6.6	-18.9	-4.6	0.1	30.5*	2.0
Cc1cc(C)c(N=C2C(=O)Nc3ccccc32)c(C)c1	-2.5	1.3	3.2	5.2	3.8	-2.8	-0.3	-6.4	10.1
CCCN(Cc1nnc(-c2ccccc2Cl)o1)C(=O)c1cc(S(=O)(=O)N2CCOCC2)ccc1F	-0.1	0.3	0.7	4.7	-5.9	-7.5	-1.1	10.7	13.1
Clc1ccc2c(c1)c1ccccc1n2CN1CCOCC1	-2.2	.	-0.3	44.4	-7.2	5.1	-0.3	.	5.3
CCOC(=O)C(C)Sc1cnccn1 (configuration not stated)	-7.3	-0.1	0.2	3.9	1.4	-1.6	1.6	-12.2	-4.0
COc1cccc(/C=N/N(C)C2=NS(=O)(=O)c3ccccc32)c1O	4.8	0.5	1.0	8.2	-6.6	5.2	-0.2	-3.5	0.7
CCN(C(=O)N1CCOCC1)c1ccccc1C	-5.2	0.4	12.6	-24.0	4.4	2.4	0.4	12.1	4.8
COC(=O)c1ccc(NC(=O)CCCN2C(=O)NC(C)(C)C2=O)cc1	-4.3	1.2	1.4	2.6	13.4	-19.2	-0.1	-3.1	13.7
CCOC(=O)/C(C(N)=NCc1ccco1)=C(/O)c1ccccc1	-5.3	.	0.0	-4.6	3.1	-9.7	0.1	.	.
Cc1ccccc1C(=O)c1cccn1CC(=O)NC1CCCC(C)C1C (configuration not stated)	0.8	-0.4	14.5	23.9	-25.0	-4.8	-0.7	-2.3	-2.5
O=S(=O)(NCCc1cn2ccccc2n1)c1ccc(F)c(C(F)(F)F)c1	2.5	-1.0	2.6	2.8	4.1	0.9	-0.9	2.0	-4.7
CC(=O)c1ccc(NS(=O)(=O)c2cc3c(cc2C)N(C(C)=O)CCO3)cc1	0.4	-0.2	0.6	-3.8	-13.4	6.2	1.0	-3.5	2.0
O=C(CN1CCN(S(=O)(=O)c2ccc(F)cc2)CC1)Nc1cc(C(F)(F)F)ccc1Cl	-5.0	0.3	1.9	-6.0	1.4	0.4	0.3	8.5	8.0
Cc1ccc(S(=O)(=O)NCC(c2ccc(N(C)C)cc2)N2CCc3ccccc32)cc1C (configuration not stated)	-0.1	1.2	-2.0	-4.6	-1.5	-0.3	-1.1	.	-1.0

# Remaining list, next part:
SMILES	D1 PAM	D2 ag	D1 ag	D1 antag	RXFP1 antag	TRHR enhancer	TRHR ag	D2 antag	D2 potentiator
COC(=O)CCCCCCCCCC[N+]1(C)CCCCC1	-0.8	0.9	0.5	-0.8	-4.0	-0.5	0.3	-7.4	-0.7
CC(=O)Nc1ccc2c(CSc3nnc(-c4cccnc4)n3-c3ccc(C)cc3C)cc(=O)oc2c1	-1.8	0.2	2.6	-17.8	-2.5	1.3	0.5	-1.6	8.8
Cc1c(-c2csc(N)n2)c2ccccc2n1C	-2.5	1.3	3.4	-2.3	-30.8	-1.0	0.3	-8.1	-0.3
O=C(COC(=O)c1cc(S(=O)(=O)N2CCOCC2)ccc1F)Nc1c(Cl)cccc1C(F)(F)F	-5.0	-1.6	1.8	-10.2	-15.0	10.6	0.0	10.3	3.8
Cc1c(Cl)cccc1NC(=O)CN1C(=O)COc2ccc(S(=O)(=O)N3CCOCC3)cc21	-1.6	-1.4	0.9	-1.2	-18.8	-0.6	-0.2	.	-2.9
O=C(NC1CCCCC1)c1cc(S(=O)(=O)N2CCOCC2)ccc1Cl	-4.1	-2.9	0.7	-17.3	-4.2	12.4	-0.5	-8.8	.
COc1cc(NC(=O)C2CCN(S(=O)(=O)Cc3ccccc3)CC2)c(OC)cc1Cl	-2.1	0.3	-2.6	-4.2	-4.5	-1.7	-0.5	.	1.3
COc1ccc(N=C2CC(C)(C)CC(=O)/C2=C(/O)c2ccccc2)cc1	-0.2	0.4	-0.3	-0.8	3.2	2.6	0.4	-6.0	19.0
Cc1cc(NC(=O)CN2C(=O)NC3(CCCCCC3)C2=O)no1	-3.9	-2.1	4.9	-13.7	8.7	-0.1	-0.6	0.5	12.8
Clc1ccc(Nc2ccc(Cl)nn2)cc1	-1.6	-1.1	-0.5	-26.0	-12.3	1.0	-0.8	-16.7	-0.8
Cn1cccc1C(=O)NC(=O)COC(=O)CNC(=O)c1ccc(Cl)cc1Cl	-6.3	-1.3	1.6	-6.6	-16.2	-7.8	0.2	-13.8	4.0
CCc1cc(C(=O)N(CCCOC)c2c(N)n(Cc3ccccc3)c(=O)[nH]c2=O)sc1C	1.1	-0.9	-0.2	25.7	3.3	12.0	-0.1	-26.4	9.0
C/C(=N\OC(=O)c1ccccc1F)c1nccs1	-9.3	0.2	-0.6	22.4	-8.3	7.3	-0.6	-5.6	40.7*
CC(=O)c1cc2c(cc1NC(=O)c1ccco1)OCCO2	0.5	-2.4	2.9	-6.1	3.0	-9.5	-1.2	-14.8	7.3
Cn1c(CNC(=O)c2ccc(Cl)cc2)nnc1SCC(=O)NC1=NCCS1	-1.7	0.9	-0.2	7.7	-0.7	3.3	0.0	16.5	2.3

# 3 compounds already listed, ordered by their value in TRHR enhancer, lowest first:
SMILES | TRHR enhancer
Cc1cc(NC(=O)CN2C(=O)NC3(CCCCCC3)C2=O)no1 | -0.1
CC(=O)Nc1ccc2c(CSc3nnc(-c4cccnc4)n3-c3ccc(C)cc3C)cc(=O)oc2c1 | 1.3
Cn1c(CNC(=O)c2ccc(Cl)cc2)nnc1SCC(=O)NC1=NCCS1 | 3.3

# (listing goes on)
SMILES	D1 PAM	D2 ag	D1 ag	D1 antag	RXFP1 antag	TRHR enhancer	TRHR ag	D2 antag	D2 potentiator
CC(C)(O)C#Cc1ccc(CN2CCN(Cc3ccsc3)C(CCO)C2)cc1 (configuration not stated)	-2.5	-1.3	1.3	12.0	-5.4	3.5	0.1	-5.2	-7.5
CCOC(=O)c1ccccc1NC(=O)CN1C(=O)NC(C)(CCc2ccccc2)C1=O (configuration not stated)	-4.7	-0.3	1.1	-6.7	0.5	-0.2	-0.6	5.7	-2.7
OCC1(Cc2ccccc2C(F)(F)F)CCN(Cc2ccc3c(c2)CCO3)CC1	-4.0	0.4	21.0	3.9	-13.5	-4.5	5.8	18.8	-23.9
Cc1ccccc1NC(=O)c1onc2c1CCCC2	4.2	0.0	8.4	-20.0	5.5	-1.8	-0.9	-12.9	9.5
O=C1N(Cc2cccnc2)C[C@@H]2C[C@@H](c3ccccc3C(F)(F)F)N3CCC[C@@]123	3.6	0.7	2.7	7.2	-5.4	1.6	0.7	-15.4	-3.1
CCC(=O)N1CCN(C(C)=O)C1c1ccccc1 (configuration not stated)	-7.3	1.4	2.1	-14.8	-18.8	6.4	1.0	-9.9	15.0
CC(C)(C(=O)O)n1cncn1	-5.4	-2.3	3.9	-2.2	-1.6	-8.0	0.2	-4.5	-5.9
CN(C)C(=O)C(=O)c1cccn1-c1cccc(Cl)c1C#N	1.6	-0.4	3.4	3.9	10.7	-0.7	1.6	-9.6	10.5
CS(=O)(=O)NNC(=O)c1sccc1OCc1ncc(C(F)(F)F)cc1Cl	0.0	-1.8	0.4	7.3	-15.5	-6.3	-0.6	1.9	-8.2
CCOc1ccc(-n2c(SCC(=O)Nc3ccccc3C)n[nH]c2=O)cc1	5.4	-0.1	2.6	16.5	24.1	-5.0	0.4	3.6	-10.4
O=C(Nc1ccc(-c2nc3cccnc3s2)cc1)c1ccc(Br)o1	-4.0	0.3	1.1	10.9	-7.5	-4.6	-0.4	-12.8	-2.4
CN(CC(=O)c1c(N)n(C)c(=O)n(C)c1=O)c1ccccc1	-2.5	2.5	0.0	9.0	7.4	1.5	0.5	-11.9	-3.6
Cc1cccc(NNC(=O)C2CCC2)c1	0.8	-0.3	0.6	8.0	-6.3	14.9	0.7	6.6	6.6
